Screens (PubChem BioAssay)
Eya2 phos inh = qHTS Assay for Inhibitors of the Phosphatase Activity of Eya2; 0.006% of 330,000 active; recombinant Eya2, OMFP fluorescence dephosphorylation (OMFP is methylfluorescein phosphate); Potency, µM (doses to about 76.9 µM), for the others: at the top dose activity, negative = inhibition, actives largely listed as inhibitors; Protein phosphatase EYA2 (Homo sapiens), O00167; further: potency means the concentration at half of the fitted maximal effect; on the % scale 0 is the no-effect control and ±100 the full control effect
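Eya2 protein (added as 0.2 uM solution) was preincubated with compound for 10 min at ambient temperature in 50 mM HEPES pH 7.5, 50 mM NaCl, 5 uM MgCl2, 0.05% BSA, 1 mM DTT. OMFP (added at 50 uM) then reacted 10 min; fluorescence read at 485/525 nm.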
KCNH2 3.1 inh = qHTS for Inhibitors of KCHN2 3.1: Mutant qHTS; U2OS KCNH2 3.1, thallium flux FluxOr; active compounds read low; activity change, % (tested at about 1.8 µM); Potassium voltage-gated channel subfamily H member 2, brain isoform KCNH2 3.1 (human); 0.95% of 340,000 active;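 active means maximum activity change below -70%; inconclusive means maximum activity change from -70% to -50%; inactive means maximum activity change above -50%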;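 further: thallium influx rate constant from kinetic fluorescence after stimulation buffer; on the % scale 0 is the no-effect control and ±100 the full control effect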
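We transduce U2OS cells with the mutant 3.1 virus, culture them overnight, load FluxOr with Red40 quencher for 45 min, then add stimulation buffer and read kinetically for 2 min to derive a normalized rate constant.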
TSHR antagonist = Antagonists of the Thyroid Stimulating Hormone Receptor: HTS campaign; 0.2% of 330,000 active; AID 504810, 2011; activity change, negative = inhibition, % at 11.5 µM; TSHR-expressing cells, TSH-stimulated cAMP HTRF, 2 h; active compounds read low; Thyrotropin receptor (Homo sapiens), P16473;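 active means activity change below a set negative limit, meaning inhibition stronger than a set level, cut at about -70% in these data; inconclusive means activity change between two set negative limits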; further: on the % scale 0 is the no-effect control and ±100 the full control effect
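Read-out is FRET at 665 nm (cryptate excitation 337 nm) from a cryptate-tagged anti-cAMP antibody, competed by cell cAMP against cAMP-d2. Compounds are tested on freshly harvested TSHR cells challenged with 4nM TSH (EC80) for 2 hours at 37 deg C.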
A-T KAP1 phos = qHTS Assay for Identifying a Potential Treatment of Ataxia-Telangiectasia; […] A-T fibroblasts, KAP-1 phosphorylation AlphaLISA; neocarzinostatin DNA damage 30 min before lysis; Potency, µM (highest dose often 57.5 µM), for inactives: top-dose activation, usual class: activators; 0.19% of 320,000 active; AID 485349, 2010; further: potency means the concentration at half of the fitted maximal effect; % of control where 0% means no effect; nearly all actives have a fitted effect of over 45% in size
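hTERT-immortalized A-T patient fibroblasts ([…]), 500 cells/well in OPTI-MEM, 1% FBS, got compounds for 60 min, then NCS for 30 min at 37C. Lysates were then assayed for phospho-KAP-1 by AlphaLISA (anti-pKAP1 donor, anti-KAP1 acceptor beads), 6 hr at 25C.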
hERG WT inh = qHTS for Inhibitors of KCHN2 3.1: Wildtype qHTS | 0.37% of 340,000 active | AID 720551, 2013 | U2OS, BacMam KCNH2, thallium flux FluxOr; active compounds read low | activity change, % at 1.84 µM;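 active means maximum activity change below -70%; inconclusive means maximum activity change between -70% and -50%; inactive means maximum activity change above -50%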; further: on the % scale 0 is the no-effect control and ±100 the full control effect
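U2OS cells were transduced with wild-type KCNH2 virus (2.03 x 10^8 / mL) for 4 h at room temperature, then cultured overnight at 37 C. Thallium flux was read with FluxOr dye. Rate constants were normalized to DMSO controls.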
USP2a inh = qHTS Assay for Inhibitors of Ubiquitin-specific Protease USP2a Using CHOP2 as the Reporter; 0.01% of 330,000 active; Ubiquitin carboxyl-terminal hydrolase 2 (Homo sapiens), O75604; USP2 core, Ub-CHOP2 coupled fluorogenic reporter, 485/531; AID 463254, 2010; Potency, µM (doses to about 38.3 µM), for the others: top-dose activity change, negative = inhibition, actives largely listed as inhibitors;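 further: potency means the concentration at half of the fitted maximal effect; plate controls were DMSO wells for no effect and full inhibition by NEM control for full effect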
Target sequence (O75604 whole entry, looked up): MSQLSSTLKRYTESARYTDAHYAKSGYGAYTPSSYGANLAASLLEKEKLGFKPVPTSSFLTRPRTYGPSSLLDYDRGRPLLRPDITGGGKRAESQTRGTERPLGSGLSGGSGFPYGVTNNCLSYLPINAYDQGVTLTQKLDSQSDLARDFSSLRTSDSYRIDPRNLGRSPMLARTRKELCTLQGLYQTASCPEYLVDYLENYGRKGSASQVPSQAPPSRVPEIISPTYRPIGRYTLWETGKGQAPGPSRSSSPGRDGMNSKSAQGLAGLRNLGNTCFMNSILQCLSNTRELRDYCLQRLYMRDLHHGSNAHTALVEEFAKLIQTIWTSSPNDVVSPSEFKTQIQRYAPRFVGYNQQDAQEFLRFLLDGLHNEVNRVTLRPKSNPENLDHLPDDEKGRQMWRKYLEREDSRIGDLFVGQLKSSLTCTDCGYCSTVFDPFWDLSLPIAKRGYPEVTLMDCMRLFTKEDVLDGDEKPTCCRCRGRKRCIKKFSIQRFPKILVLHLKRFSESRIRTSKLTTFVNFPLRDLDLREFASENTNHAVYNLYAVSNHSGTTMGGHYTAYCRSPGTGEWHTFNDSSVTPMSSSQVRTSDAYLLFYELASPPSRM
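Deubiquitinase activity read as fluorescence (485/531 nm) after Ub-CHOP2 cleavage activates the enterokinase reporter on its substrate; USP2 core 10nM, Ub-CHOP2 and substrate 25nM each, 30min compound preincubation then 60min RT; data normalized to NEM, curves fitted.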
ELG1 repair inh = qHTS screen for small molecules that inhibit ELG1-dependent DNA repair in human embryonic kidney (HEK293T) cells expressing luciferase-tagged ELG1; HEK293T ELG1-luciferase reporter, luminescence, 16 h; DNA damage induced by 5-fluorouridine; Potency, µM (doses to about 46.1 µM), for inactives: at the top dose activity change, negative = inhibition, most hits filed as inhibitors; 2.3% of 330,000 active; further: potency means the concentration at half of the fitted maximal effect; on the % scale 0 is the no-effect control and ±100 the full control effect; nearly all actives have a fitted effect of over 55% in size
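Reporter activity after DNA damage by 5-fluorouridine is monitored. Compound-treated cells incubate 16 hr at 37 °C, then ONE-Glo is added for 30 min before luminescence reading.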
Mito fusion yeast = qHTS Assay for Small Molecule Inhibitors of Mitochondrial Division or Activators of Mitochondrial Fusion. S. cerevisiae fusion-defective mutant growth rescue, CellTiterGlo 48 h. AID 485298, 2010. 0.23% of 320,000 active. Potency, µM (titrated, usually from 46.1 µM), without a hit: at the top dose growth rescue (activation), usual class: activators;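 further: potency means the concentration at half of the fitted maximal effect; % of control where 0% means no effect; nearly all actives have a fitted effect of over 45% in size; temperature-sensitive fusion mutants such as fzo1-1 at 37 °C on non-fermentable ethanol glycerol medium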
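Compounds are tested for their ability to restore growth of mitochondrial fusion-defective yeast strains at non-permissive 37C in YPEG medium over 48 hours. Viability is quantified by luciferase luminescence.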
TCR act = Activators of T cell receptors: qHTS campaign; Potency, µM (series often up to 9.22 µM), for inactives: top-dose activation of IL-2 secretion, hits mostly activators; AID 504894, 2011; primary human leukocytes, anti-CD3, IL-2 HTRF, 48 h; 330,000 tested, under 10 active; further: % of control where 0% means no effect
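Readout: HTRF IL-2, Eu-cryptate/d2 antibody pair, 320nm excitation, 665nm emission. Stimulus: a-CD3 beads, no co-stimulation. Cells: primary human leukocytes. Exposure: 48 hr with compound.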
TRPV1 agonist = HTS Assay for Compounds that Act as Agonists of the Vanilloid Receptor 1 | TRPV1-expressing cells, Fluo-8 calcium influx, agonist mode | activation, % at 8.33 µM | 0.19% of 320,000 active | AID 540275, 2011; in the data active means activation above about 80%; inconclusive means between about 30% and that limit; further: 0% is about no effect
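TRPV1-expressing cells were cultured overnight at 35.5C and loaded with Fluo-8 calcium dye for 40 to 90 min at room temperature. After a 10 s baseline, compound was added and calcium influx was read kinetically for 3 min (ex 480/em 520 nm).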
* = called active by the depositor; ? = inconclusive; . = no result given; [ ] = remark or other dose. Unless noted, the call rests on the fitted dose curve; in most records, active means well fitted curve in the direction sought with a large enough effect; inconclusive means small, poorly fitted or top-dose-only effect, or another doubt; inactive means no such curve, though single readings can be large; an effect the other way counts as inactive or inconclusive. Only part of the results is shown (hit frequency here may not be typical).

structure	Eya2 phos inh	KCNH2 3.1 inh	TSHR antagonist	A-T KAP1 phos	hERG WT inh	USP2a inh	ELG1 repair inh	Mito fusion yeast	TCR act	TRPV1 agonist
Cc1ccccc1CN1CCN(CCCc2ccccc2)C(CCO)C1 (stereo not drawn)	8%	-27	-10	2%	25	4%	-12%	-7%	-5%	6
Cc1c(C(=O)Nc2ccncc2)sc2nc(-c3ccc(F)cc3)cn12	-4%	-26	-22	4%	-10	-6%	-21%	-3%	-137%	?
Cc1ccc(C(=O)COC(=O)CNC(=O)c2ccc(Br)o2)cc1[N+](=O)[O-]	-10%	-2	-8	8%	5	1%	-9%	10%	-3%	-2
COc1ccc(NC(=O)COC(=O)c2ccc(S(=O)(=O)N(C)c3ccccc3OC)cc2)cc1OC	-13%	9	1	-1%	-8	-5%	1%	10%	-1%	4
Cc1ccc2[nH]c(=O)c3cc(C(=O)N4CCN(C(=O)c5ccco5)CC4)sc3c2c1	-5%	8	5	-5%	-12	-5%	16µM*	1%	0%	7
Cc1cc(C(=O)NNC(=O)COc2ccccc2Cl)n[nH]1	-6%	-6	13	-1%	3	-1%	-1%	-5%	-15%	0
CN(Cc1ccccc1F)c1ccc(S(=O)(=O)N2CCCC2)cn1	-9%	-5	-27	?	1	-1%	-1%	-1%	-4%	?
O=C(COc1ccc2c3c(c(=O)oc2c1)CCCC3)NCCCn1ccnc1	3%	7	39	6%	-7	3%	-4%	3%	-6%	2
O=C(CSc1nnc(-c2ccc(S(=O)(=O)N3CCCC3)cc2)n1CC1CCCO1)NC1CC1 (stereo not drawn)	-8%	6	3	-3%	7	1%	4%	-1%	6%	4
O=C(NC1CCCC1)C(c1ccc(F)cc1)N(Cc1ccc(Cl)cc1)C(=O)CCl (stereo not drawn)	-5%	0	-3	6%	-4	0%	2%	28%	-3%[46.1 µM]	0
COc1cc(-c2n[nH]c(=S)n2-c2ccc(Br)cc2)cc(OC)c1OC	-5%	9	9	-10%	27	-4%	11%	-4%	4%	2
Cc1ccc(-c2cc(C(=O)NC3=NCCS3)c3ccccc3n2)cc1C	5%	-4	-5	-3%	35	-2%	?	-2%	-7%[46.1 µM]	?

structure	Eya2 phos inh	KCNH2 3.1 inh	TSHR antagonist	A-T KAP1 phos	hERG WT inh	USP2a inh	ELG1 repair inh	Mito fusion yeast	TCR act	TRPV1 agonist
Cc1cccc(Nc2nnc(SCC(=O)NC3CCCc4ccccc43)s2)c1 (stereo not drawn)	4%	-11	-1	6%	-3	-1%	?	-3%	-11%[46.1 µM]	12
CCCCn1c(SCc2c(C)noc2C)nc2cc(S(N)(=O)=O)ccc21	-2%	-16	-9	1%	-9	1%	?	-2%	4%	3
CN(C)C1=NC[C@H](Cc2ccccc2)N1CC1CCC(C(C)(C)C)CC1 (stereo partly drawn)	3%	-39	14	-7%	24	-2%	-12%	-3%	7%	2
CCc1ccc2[nH]c(=O)c(CN(CCN(CC)CC)C(=O)NC3CCCCC3)cc2c1	19%	-28	-10	14%	-4	8%	1%	1%	-6%	7
COc1ccc(CN(C)C2c3ccccc3-c3ccccc32)cc1	-8%	-14	0	9%	3	-1%	?	19%	1%[46.1 µM]	2
Fc1ccc(CCNC(=S)Nc2ccc(F)cc2)cc1	3%	-18	-17	11%	-1	3%	?	-3%	2%[46.1 µM]	?
CCOc1ccc(C(=O)NCCNC(=O)c2ccc(OCC)cc2)cc1	6%	15	5	-6%	-12	0%	8%	1%	1%	-1
CCOC(=O)c1c(CN2CCOCC2)n(-c2ccccc2)c2cc(Br)c(O)cc12	-26%	-20	2	3%	3	-3%	23µM*	-22%	2%	17
CCn1nnnc1NC(=O)c1ccc2ccccc2c1	-14%	2	1	-2%	1	1%	3%	7%	30%	-3
CS(=O)(=O)Nc1ccccc1C(=O)OCC(=O)NC1CC1	2%	-4	0	2%	2	-1%	8%	-4%	14%	-1
COc1ccc(Cc2nnc(SCC(=O)c3ccc(OC)cc3)o2)cc1	10%	-14	-9	4%	-4	1%	?	6%	3%	14
Cc1ccccc1-c1noc(CCC(=O)NCc2ccco2)n1	1%	3	-5	-11%	-13	-11%	-8%	0%	-1%	3

structure	Eya2 phos inh	KCNH2 3.1 inh	TSHR antagonist	A-T KAP1 phos	hERG WT inh	USP2a inh	ELG1 repair inh	Mito fusion yeast	TCR act	TRPV1 agonist
NS(=O)(=O)c1ccc(Nc2nc3ccccc3nc2NS(=O)(=O)c2cccc([N+](=O)[O-])c2)cc1	2%	1	2	13%	9	-1%	4%	-1%	0%	-4
Cc1ccc(Cn2ncc3c(N4CCN(c5ccccc5C)CC4)ncnc32)cc1	-18%	-7	-40	10%	4	-1%	?	17%	-7%	5
Cc1n[nH]c(C)c1N=Nc1ccc(Br)cc1	5%	-15	-7	21%	-1	5%	19%	-10%	-2%	16
Cc1cccc(C(C)C)c1NC(=O)COC(=O)CCN1C(=O)C2CC=CCC2C1=O (stereo not drawn)	6%	.	0	6%	6	2%	-2%	-2%	0%	-1
O=C(CCCCCn1c(=S)[nH]c2ccc(N3CCOCC3)cc2c1=O)NCc1ccc(Cl)cc1	-3%	-11	24	1%	-3	4%	-12%	1%	.	-1
CC(C)Cc1nc(N2CCOCC2)c(C#N)c2c1CCC2	-5%	-5	-12	4%	18	-4%	?	5%	-1%	10
c1cncc(C(c2nnnn2C2CCCC2)N2CCCC2)c1 (stereo not drawn)	14%	1	-7	-1%	4	1%	4%	0%	7%	4
CN(C)c1ccc(-c2noc(C3CCN(S(=O)(=O)c4cccc(C(=O)O)c4)CC3)n2)cc1	6%	7	-13	-4%	-16	-1%	23%	3%	3%	2
O=C(CCN1CCOCC1)NC12CC3CC(CC(C3)C1)C2	1%	14	-26	15%	9	5%	12%	6%	1%	2
COc1ccc(N2CCN(C(=O)c3cccc(F)c3)CC2)c([N+](=O)[O-])c1	-27%	-24	-1	2%	1	1%	0%	0%	-2%	3
CCOCCn1c(SCc2cccc(C)c2)nc2c1c(=O)[nH]c(=O)n2C	4%	23	-6	9%	16	1%	4%	7%	0%	5
Nn1c(SCC(=O)N2CCCC2=O)nnc1-c1cccs1	-2%	2	.	-16%	-2	0%	1%	-5%	-2%	-2

structure	Eya2 phos inh	KCNH2 3.1 inh	TSHR antagonist	A-T KAP1 phos	hERG WT inh	USP2a inh	ELG1 repair inh	Mito fusion yeast	TCR act	TRPV1 agonist
COc1cc(SC)ccc1C(=O)N1CCN(S(=O)(=O)/C=C/c2ccccc2)CC1	5%	5	-3	21%	13	3%	-8%	0%	-3%	-1
COc1ccccc1-c1ccc(NC2CCCC2)nn1	-15%	3	2	-2%	-3	-1%	?	-1%	0%[46.1 µM]	14
COc1ccc(/C=C/C(=O)Nc2ccccc2F)cc1S(=O)(=O)N1CCOCC1	-13%	-5	-7	-2%	-8	5%	?	.	3%	.
COc1cc(/C=N/n2cnnc2-n2nc(C)cc2C)cc([N+](=O)[O-])c1O	6%	5	4	7%	0	7%	-4%	2%	-2%	-2
Cc1cc(C(F)(F)F)nc(SCC(=O)Nc2nccs2)n1	7%	6	-14	4%	2	1%	-13%	1%	1%	0
CCOC(=O)c1c(C)[nH]c(C)c1C(=O)COc1ncnc2cc([N+](=O)[O-])ccc12	-7%	18	-7	-5%	13	-1%	?	9%	-2%	2
CN1CCN(c2nc(Nc3ccc(O)cc3)nc3ccccc23)CC1	-2%	-1	-8	-5%	-3	2%	17%	1%	0%	-1

Fetched by compound from above:
structure	Eya2 phos inh	KCNH2 3.1 inh	TSHR antagonist	A-T KAP1 phos	hERG WT inh	USP2a inh	ELG1 repair inh	Mito fusion yeast	TCR act	TRPV1 agonist
Cc1ccc(-c2cc(C(=O)NC3=NCCS3)c3ccccc3n2)cc1C	5%	-4	-5	-3%	35	-2%	?	-2%	-7%[46.1 µM]	?
CN(C)c1ccc(-c2noc(C3CCN(S(=O)(=O)c4cccc(C(=O)O)c4)CC3)n2)cc1	6%	7	-13	-4%	-16	-1%	23%	3%	3%	2
